From PubChem BioAssay
MrgX1 ag: agonists of human MrgX1 receptor, primary screen, HEK293 cells, Fluo-4 calcium flux; 310,000 tested, 0.44% active; Mas-related G-protein coupled receptor member X1 (Homo sapiens), Q96LB2; AID 588627, 2011; B-score at 10 µM; Fluo-4 calcium fluorescence, agonist mode; stronger effect = higher value;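 active = calcium response B-score plate-corrected fluorescence ratio at least 3 library SD, with starting fluorescence B-score inside 5 SD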
Target sequence (Q96LB2 whole entry, looked up): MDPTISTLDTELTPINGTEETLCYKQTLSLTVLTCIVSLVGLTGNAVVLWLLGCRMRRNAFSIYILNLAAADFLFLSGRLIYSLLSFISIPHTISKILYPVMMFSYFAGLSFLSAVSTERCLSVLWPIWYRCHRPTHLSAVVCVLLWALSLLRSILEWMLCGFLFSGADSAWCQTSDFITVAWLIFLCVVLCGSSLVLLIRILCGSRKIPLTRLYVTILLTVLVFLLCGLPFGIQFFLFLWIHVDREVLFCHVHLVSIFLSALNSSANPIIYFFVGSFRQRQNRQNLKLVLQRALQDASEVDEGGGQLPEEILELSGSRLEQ
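Material: MrgX1-expressing HEK293 cells / Dosing: compound as first of three additions / Incubation: overnight seeding, then 1 h dark dye loading / Signal: Fluo-4 NW calcium fluorescence / Evaluation: B-scored fluorescence response ratio / Benchmarks: positive and negative control wells on each plate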
HIF activator: HIF pathway transcriptional activators, primary screen, cell-based, U2OS HRE-luciferase, luminescence | U2OS HRE-luciferase reporter; normalized: DMSO 0%, desferrioxamine 100% | activation, % at 7.5 µM (by protocol) | 300,000 tested, 0.32% active;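 active = mean activation of at least 10% of the iron chelator positive control signal, with at least half of replicates also reaching 10%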
TRPC4 inh: inhibitors of mouse TRPC4 channel, primary screen, Fluo4 calcium, HEK293 TRPC4beta/mu-opioid cells | DAMGO-evoked Fluo4 calcium flux; stronger effect = lower value | B-score at 10 µM | 300,000 tested, 0.39% active | AID 2247, 2010;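 active = B-score over 3 SD under the library average, no early fluorescence shift, positive overall ratio signal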
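Signal: kinetic Fluo4 fluorescence imaging of calcium influx. Material: stable TRPC4beta/mu-opioid receptor HEK293 cells. Probe or stimulus: DAMGO in two steps, submaximal then maximal.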
MrgX1 antag: antagonists of human MrgX1 receptor, primary screen, HEK293 cells, Fluo-4 calcium flux; Mas-related G-protein coupled receptor member X1 (Homo sapiens), Q96LB2; 310,000 tested, 1.3% active; BAM8-22 antagonism; stronger effect = lower value; B-score at 10 µM; AID 588676, 2011;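 active = calcium-response B-score plate-corrected more than 3 library SD below zero, starting fluorescence within 5 deviations, no agonist response on first addition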;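 note: peak minus trough fluorescence over baseline after final BAM8-22 challenge near maximal dose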
RGS4 inh: RGS4 inhibitors, primary screen, cell-based, HEK293 M3R inducible RGS4, calcium flux | B-score at 10 µM | 310,000 tested, 0.45% active | Regulator of G-protein signaling 4 (Homo sapiens), P49798 | Fluo-4 calcium flux; stronger effect = higher value; triggered by carbachol at its EC20;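 active = B-score, a plate-corrected calcium signal, over three deviations above library mean, with baseline fluorescence within five deviations of library mean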;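 note: RGS4 expression induced by doxycycline in cells with stable M3 receptor; B-score is computed from the integrated fluorescence ratio over baseline after carbachol; higher B-score means a larger calcium signal and so more RGS4 inhibition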
Target sequence (P49798 whole entry, looked up): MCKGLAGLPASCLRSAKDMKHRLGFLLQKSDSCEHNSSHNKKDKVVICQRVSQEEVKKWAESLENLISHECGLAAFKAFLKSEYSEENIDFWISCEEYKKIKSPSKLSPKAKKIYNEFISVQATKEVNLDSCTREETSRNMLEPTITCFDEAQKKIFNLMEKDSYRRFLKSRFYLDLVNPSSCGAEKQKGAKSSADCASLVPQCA
RGS4 pot: RGS4 potentiators or activators, primary screen, cell-based, HEK293 M3R inducible RGS4, calcium flux. carbachol calcium flux Fluo4; stronger effect = lower value. 310,000 tested, 0.92% active. B-score at 10 µM;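 active = B-score of the integrated calcium signal more than 4 SD below the library mean, with starting fluorescence not abnormally high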;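 note: negative B-score means reduced calcium response which marks RGS4 activation or potentiation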
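test system = M3R-expressing HEK293 line, RGS4 induced by doxycycline | probe or stimulus = carbachol at ECmax as muscarinic agonist stimulus | timing = dye loading 30 min 37 °C, buffer rest 30 min RT | signal = calcium dye Fluo4 fluorescence | evaluation = B score from integrated fluorescence ratio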
Platelet DG rel: inhibitors of platelet dense granule secretion, primary screen, cell-based, MLPCN, human platelets | 300,000 tested, 0.22% active | AID 1663, 2009 | inhibition, %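 (compounds screened at 7.5 µM in platelet-rich plasma)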 | human platelet-rich plasma, SFLLRN dense granule ATP release, luminescence;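 active = mean replicate score, as percent of positive control, at or above 50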
MrgX1 allo act: positive allosteric modulators of MrgX1, primary screen, HEK293 cells, Fluo-4 calcium flux | 310,000 tested, 0.63% active | Mas-related G-protein coupled receptor member X1 (Homo sapiens), Q96LB2 | AID 588675, 2011 | FDSS; stronger effect = higher value | B-score at 10 µM;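 active = plate-corrected calcium response at least 3 library SD above typical, normal starting fluorescence, not activating the receptor alone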;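 note: compound read alongside a low EC10 to EC30 dose of BAM8-22 agonist; peak minus trough fluorescence over baseline measured at the second addition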
TRPC6 inhibitor: mouse TRPC6 channel inhibitors, primary screen, cell-based, HEK293, membrane potential dye | ACh-evoked depolarization; stronger effect = lower value | Short transient receptor potential channel 6 (Mus musculus), Q61143 | 310,000 tested, 1.1% active | AID 2553, 2010 | B-score at 10 µM;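 active = B-score under library mean minus 3 SD, initial fluorescence not abnormally high, positive integrated signal ratio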;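 note: B-score derived from integrated fluorescence ratio over the kinetic read; more negative B-score means stronger inhibition of depolarization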
SKKanGAS inh: S. pyogenes SKKanGAS growth inhibitors in kanamycin, primary screen, streptokinase expression inhibitor project, SKKanGAS strain, BacTiter-Glo luminescence; 6 h; inhibition, % at 7.5 µM; 300,000 tested, 1.3% active;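 active = mean replicate score, as percent of positive control median, at least 50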;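 note: strain carries kanamycin resistance gene driven by streptokinase promoter and grows in 40 µg/ml kanamycin; loss of luminescence reflects streptokinase promoter inhibition or plain growth inhibition; 0% = median of DMSO wells and 100% = positive control at its reference dose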
TRPC6 act: mouse TRPC6 channel activators, primary screen, cell-based, HEK293, membrane potential dye; Short transient receptor potential channel 6 (Mus musculus), Q61143; HEK293-TRPC6 membrane potential dye fluorescence; stronger effect = higher value; B-score at 10 µM; 310,000 tested, 0.13% active; AID 2550, 2010;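 active = B-score of the integrated fluorescence ratio above library mean plus 3 SD, and starting fluorescence ratio within library mean plus 5 SD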;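 note: higher score means more depolarization so channel activation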
* marks the source's active call; other numbers are inactive results; i = inactive; . = no result given.

SMILES	MrgX1 ag	HIF activator	TRPC4 inh	MrgX1 antag	RGS4 inh	RGS4 pot	Platelet DG rel	MrgX1 allo act	TRPC6 inhibitor	SKKanGAS inh	TRPC6 act
CN(Cc1ccccc1O)CC1CCCN(CCc2ccc(Cl)cc2)C1 (configuration not stated)	i	-1.2	i	i	i	-10*	0	i	i	-4	i
NC(N)=Nc1cc2ccccc2c2ccccc12	i	-0.7	i	i	i	i	2	i	i	13	i
CN1CCN(C(=O)c2ccccc2NC(=O)c2cccs2)CC1	i	0.1	i	i	i	i	1	i	i	-1	i
CC(C)[C@H](Nc1ccc(C(F)(F)F)cc1[N+](=O)[O-])C(=O)O	i	-0.1	i	i	i	i	11	i	i	14	i
CCOC(=O)C1=C(N)Oc2cc(C)oc(=O)c2C1c1cccnc1 (configuration not stated)	i	-0.5	i	i	i	i	0	i	i	-6	i
O=C(Cc1ccc(-c2ccccc2)cc1)Nc1ncccc1O	i	3.2	i	i	i	i	-2	i	i	16	i
CC(C)C(C(=O)NCC1CCCO1)N(C(=O)CNS(=O)(=O)c1ccc(F)cc1)C1CCCCC1 (configuration not stated)	i	-11	i	i	i	i	-4	i	i	0	i
CC(=O)Nc1ccc(S(=O)(=O)N2CCc3ccccc3C2CC(=O)O)cc1 (configuration not stated)	i	0.7	i	i	i	i	-2	i	i	-5	i
O=C(c1sc2cc([N+](=O)[O-])ccc2c1Cl)N1CCOCC1	i	-0.1	i	i	i	i	-3	i	i	-4	i
COc1cc(Cl)c(S(=O)(=O)n2cnc(C)c2)cc1Cl	i	-0.2	i	i	i	i	-4	i	i	-2	i
Cc1ccccc1N1CC(C(=O)Nc2ccc(S(=O)(=O)N3CCOCC3)cc2)CC1=O (configuration not stated)	i	0.3	i	i	i	i	6	i	i	2	i
O=C(COc1ccc(F)cc1)N1CCCCCCC1	i	-2.5	i	i	i	i	0	i	i	-1	i
Cc1sc2nc(SCC(=O)N3CCCCC3)[nH]c(=O)c2c1C	i	-0.5	i	-7.3*	i	i	-2	i	i	-3	i
COc1ccccc1/C=C1/C(=O)N(c2ccc([N+](=O)[O-])cc2)N=C1C	i	-0.9	i	i	i	i	2	i	i	6	i
O=S(=O)(NC(=NC1CCCC1)C(F)(F)F)c1ccccc1	i	-0.5	i	i	i	i	3	i	i	-1	i
CC(C)C1C(=O)NC(=S)N1S(=O)(=O)c1ccc(C(C)(C)C)cc1 (configuration not stated)	i	-0.5	i	i	i	i	-4	i	i	3	i
C=CCOC(=O)c1c(C)nc2cc3c(cc2c1C)OCO3	i	1.9	i	i	i	i	15	i	i	-9	i
CSc1ccc(NC(=O)N2CCC(C(=O)c3ccc(F)cc3)CC2)cc1	i	1.0	i	i	i	i	-1	i	i	24	i
Cc1ccc2[nH]c(C)c(CCNC(=O)C3CCCCC3C(=O)OCC(F)(F)F)c2c1 (configuration not stated)	i	-0.4	i	i	i	i	3	i	i	-3	i
O=C(CSc1nncc2ccccc12)Nc1ccccc1	i	0.1	i	i	i	i	-2	i	i	0	i
N/C(Cn1nnc(-c2ccccc2)n1)=N\O	i	-0.1	i	i	i	i	-17	i	i	.	i
O=C(CS(=O)c1ccccc1[N+](=O)[O-])Oc1ccc(Br)cc1 (configuration not stated)	i	-0.2	i	i	i	i	1	i	i	5	i
O=C(NC1CC1)C1=C[C@@H](c2c[nH]c3ccccc23)C[C@@H](OCCCCO)O1	i	0.0	i	i	i	i	-4	i	i	2	i
COc1ccccc1CNC(=O)C1CCC(CNc2c(N3CCC(C)CC3)c(=O)c2=O)CC1 (configuration not stated)	i	0.0	i	i	i	i	2	6.6*	i	4	i
CCC(=O)c1ccc(OCC(=O)OCC(=O)N2CCN(c3ccc(OC)cc3)CC2)cc1	i	-8.5	i	i	i	i	-4	i	i	0	i
Cc1ccc(N2C(=S)NC3c4ccccc4OC2(C)C3C(=O)N(C)C)cc1 (configuration not stated)	i	0.0	i	i	i	i	3	i	i	1	i
Nc1nonc1-c1nc2ccccc2n1CC(=O)NC1CCCC1	i	1.1	i	i	i	i	-4	i	i	-2	i
CCOC(=O)CCCCC(=O)c1[nH]c(=O)[nH]c1Cn1cnc2ccccc21	i	0.0	i	i	i	i	-1	i	i	3	i
Cc1[nH]c2nc3ccccc3n2c(=O)c1CCC(C)C	i	0.5	i	i	i	i	-1	i	i	1	i
COC(=O)c1cc(C(=O)Nc2nnc(CC(C)(C)C)s2)cc([N+](=O)[O-])c1	i	-0.2	i	i	i	i	-7	i	i	-4	i

MrgX1 antag: entries above that show a hit.
mol | TRPC4 inh | MrgX1 antag | RGS4 inh | Platelet DG rel | TRPC6 act
Cc1sc2nc(SCC(=O)N3CCCCC3)[nH]c(=O)c2c1C | i | -7.3* | i | -2 | i

New compounds follow:
SMILES	MrgX1 ag	HIF activator	TRPC4 inh	MrgX1 antag	RGS4 inh	RGS4 pot	Platelet DG rel	MrgX1 allo act	TRPC6 inhibitor	SKKanGAS inh	TRPC6 act
CN(C(=O)CN1CCN(c2ccccc2F)CC1)C1CCCc2ccccc21 (configuration not stated)	i	0.0	i	i	i	i	10	i	i	-3	i
O=C(CNS(=O)(=O)c1ccccc1)OCC(=O)c1ccc(F)cc1	i	-2.4	i	i	i	i	-2	i	i	-8	i
COc1cccc(NC(=O)CN(c2cccc(OC)c2)S(C)(=O)=O)c1	i	0.2	i	i	i	i	4	i	i	0	i
Brc1csc2ncccc12	i	-0.3	i	i	i	i	-3	i	i	-9	i
Oc1ccc(-c2nccc(-c3cccs3)n2)cc1	i	4.0	i	i	i	i	2	i	i	-10	i
CC1(C)CC2(CC(C)(C)N1)OC(=O)N1CCc3ccccc3C12C (configuration not stated)	i	-0.4	i	i	i	i	5	i	i	0	i
CNCCCc1[nH]nc(N)c1C#N	i	-0.1	i	i	i	i	-1	i	i	0	i
Cc1cc(C(=O)NC2CCCc3c2cnn3-c2ccc(C)c(C)c2)nc(C)n1 (configuration not stated)	i	0.6	i	i	i	i	10	i	i	17	i
CN(C)CCOC1c2ccccc2CCc2ccc3ccccc3c21 (configuration not stated)	57*	-0.8	i	i	i	i	-13	i	i	10	i
Cc1oc(-c2cccc(Cl)c2)nc1CN1CCC(C(=O)NC2CC2)CC1	i	-0.9	i	i	i	i	9	i	i	-3	i
Cn1cc(CCC(=O)NCc2ccc3c(c2)OCO3)c2ccccc21	i	0.5	i	i	i	i	-1	i	i	-1	i
CC1CCCCN1C(=O)CCn1c(=O)oc2ccccc21 (configuration not stated)	i	0.1	i	i	i	i	-11	i	i	2	i
CC(=O)N/C(=C\c1ccccc1)C(=O)NC(C)C(=O)O (configuration not stated)	i	-0.9	i	i	i	i	24	i	i	0	i
O=S1(=O)N(Cc2ccccc2F)CCCN1Cc1c(F)cccc1Cl	i	3.2	i	i	i	i	-7	i	i	32	i
O=C(c1cc2cc(Cl)ccc2[nH]1)N1CCc2ccccc2C1	i	-0.2	i	i	i	i	-10	i	i	-1	i
Cc1cc(C)c2ccc3c(C)c(C)nc3c2[nH]1	i	.	i	i	i	i	.	i	i	.	i
COc1ccc(-c2nnc(CSc3nnc(-c4ccncc4)n3C3CCCCC3)o2)cc1OC	i	-0.4	i	i	i	i	0	i	i	-14	i
N#Cc1ccsc1NC(=O)CCc1ccccc1	i	3.2	i	i	i	i	3	i	i	10	i
Nc1ccc(Oc2cccc(Oc3ccc(N)cc3)c2)cc1	i	-3.4	i	i	i	i	5	i	i	7	i
Cc1c(C(=O)O)[nH]c2c1C(=O)CC(c1ccccc1)C2 (configuration not stated)	i	-0.2	i	i	i	i	6	i	i	-1	i
CCOC(=O)C1(Cc2ccccc2)CCN(Cc2cn[nH]c2-c2ccccc2)CC1	i	-0.2	i	i	i	i	-4	i	i	-4	i
O=[N+]([O-])c1cccc2c1ccc1ncccc12	i	-3.4	i	i	i	i	1	i	i	-7	i
CCOc1cc(N2CCOCC2)c(OCC)cc1NC(=O)COC(=O)c1cc2ccccc2cc1O	i	0.1	i	i	i	i	14	i	i	2	i
Cc1ccc(C2=NS(=O)(=O)N(C)C(C(=O)NCc3ccccn3)=C2)cc1	i	0.1	i	i	i	i	0	i	i	-5	i
Cc1cc(/C=N/NC(=O)c2cccc([N+](=O)[O-])c2)c(C)n1-c1ccccc1	i	0.0	i	i	i	i	3	i	i	-7	i
Cc1nn2c(SCC(=O)c3cccs3)cc(C(C)(C)C)nc2c1-c1ccccc1	i	0.3	i	i	i	i	8	i	i	20	i
Cc1ccccc1-c1nc2c3ccccc3nc(=S)n2[nH]1	i	0.1	i	i	i	i	-2	i	i	94*	i
O=C(CCCNC(=O)/C(=C\c1ccccc1F)NC(=O)c1ccccc1)OCc1ccccc1	i	0.1	i	i	i	i	6	i	i	-6	i
CC(=O)Nc1ccc(S(=O)(=O)NNC(=S)NCC2CCCO2)cc1 (configuration not stated)	i	-0.8	i	i	i	i	-1	i	i	-12	i
COc1ccc(CCNC(=O)C2CC(=O)N(c3ccc(C(C)(C)C)cc3)C2)cc1OC (configuration not stated)	i	0.0	i	i	i	i	-7	i	i	0	i
CCC(C)NCC(=O)Nc1sc2c(c1C(N)=O)CCC2 (configuration not stated)	i	-19	i	i	i	i	2	i	i	-3	i
O=C(O)c1cccc2c1C(=O)N(CC1CCCO1)C2 (configuration not stated)	i	-0.3	i	i	i	i	1	i	i	0	i
COc1cc(C2C(C#N)=C(N)N(Nc3ccccc3)C3=C2C(=O)CC(C)(C)C3)ccc1OCc1cccc(F)c1 (configuration not stated)	i	0.0	i	i	i	i	-7	i	i	16	i
